EPAC1 ag – agonists of human EPAC1; Potency, µM (highest dose often 154 µM), for inactives: top-dose activation, hits mostly activators; EPAC1 agonist qHTS, biochemical assay; response scale: 100% = response to 6.5 mM cAMP; AID 720707; O95398; 360,000 compounds, 0.073% hits; further: potency means the concentration at half of the fitted maximal effect; nearly all actives have a fitted effect of over 60% in size
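Read-out is the fluorescence drop as BODIPY-GDP leaves Rap1B (480 nm excitation, 540 nm emission), recorded every 5 minutes over 30 minutes. Reactions held 100 nM EPAC1, 250 nM Rap1B–BODIPY-GDP and 50 uM GDP, with 6.5 mM cAMP setting full activation.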
PI5P4K alpha inh – blocks human PI5P4K alpha kinase activity. AID 652105. P48426. max response, %. PI5P4Kalpha enzyme, ADP-Glo luminescence, 60 min; hits give low values. 330,000 compounds, 1.2% hits; active means max response of -50% or lower; inconclusive means between -30% and -50%; inactive means -30% or higher; further: value at the top dose of about 77 µM; on the % scale 0 is the no-effect control and ±100 the full control effect
Target sequence (P48426 whole entry, looked up): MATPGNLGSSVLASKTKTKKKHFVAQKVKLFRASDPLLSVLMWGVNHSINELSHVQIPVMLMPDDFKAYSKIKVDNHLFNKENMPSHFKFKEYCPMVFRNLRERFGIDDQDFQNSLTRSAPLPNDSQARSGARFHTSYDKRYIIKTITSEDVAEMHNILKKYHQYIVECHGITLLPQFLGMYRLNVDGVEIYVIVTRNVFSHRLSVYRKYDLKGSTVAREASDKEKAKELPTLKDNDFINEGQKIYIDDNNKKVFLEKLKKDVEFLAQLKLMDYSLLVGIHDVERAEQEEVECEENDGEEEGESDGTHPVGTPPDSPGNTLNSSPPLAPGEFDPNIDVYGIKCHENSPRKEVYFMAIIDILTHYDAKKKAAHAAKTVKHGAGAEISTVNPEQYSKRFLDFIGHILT
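Human PI5P4Kalpha with substrate in 0.038 M HEPES pH 7.4, 0.28 mM EGTA, 0.1% CHAPS, 5% DMSO; reaction started with 5 microM ATP (final), 60 min at room temperature. ADP formed read by ADP-Glo luminescence.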
WRN inhibitor – blocks human WRN helicase. Potency, µM (highest dose often 114 µM), without a hit: at the highest dose activity change, negative = inhibition, usual class: inhibitors. Q14191. 360,000 compounds, 0.46% hits. WRN helicase unwinding, fluorescent forked duplex, kinetic; further: potency means the concentration at half of the fitted maximal effect; on the % scale 0 is the no-effect control and ±100 the full control effect; nearly all actives have a fitted effect of over 55% in size
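Primary qHTS, 1536-well format. 20 nM WRN + compound, 15 min RT; start with 100 nM forked fluorophore/quencher duplex, 2 mM ATP (final); kinetic read ex 525/em 598 nm.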
EPAC1 antagonist – EPAC1 (human) antagonism; O95398; EPAC1 GEF assay, Rap1b-BODIPY-GDP exchange fluorescence; Potency, µM (highest dose often 115 µM), inactives show at the top dose activity change, negative = inhibition, hits mostly inhibitors; 360,000 compounds, 0.14% hits; AID 720709;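 further: potency means the concentration at half of the fitted maximal effect; plate controls were vehicle for no effect and positive control for full effect; nearly all actives have a fitted effect of over 50% in size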
PLK1 PBD block – inhibitors of human PLK1 polo-box domain binding; 360,000 compounds, 2.8% hits; Potency, µM, for inactives: max response, negative = inhibition, most hits filed as inhibitors; Plk1 PBD binding of FITC phosphopeptide, fluorescence polarization; P53350; further: potency means the concentration at half of the fitted maximal effect; series mostly up to about 57 µM; on the % scale 0 is the no-effect control and ±100 the full control effect; nearly all actives have a fitted effect of over 65% in size
Target sequence (P53350 whole entry, looked up, the tested form may be a part): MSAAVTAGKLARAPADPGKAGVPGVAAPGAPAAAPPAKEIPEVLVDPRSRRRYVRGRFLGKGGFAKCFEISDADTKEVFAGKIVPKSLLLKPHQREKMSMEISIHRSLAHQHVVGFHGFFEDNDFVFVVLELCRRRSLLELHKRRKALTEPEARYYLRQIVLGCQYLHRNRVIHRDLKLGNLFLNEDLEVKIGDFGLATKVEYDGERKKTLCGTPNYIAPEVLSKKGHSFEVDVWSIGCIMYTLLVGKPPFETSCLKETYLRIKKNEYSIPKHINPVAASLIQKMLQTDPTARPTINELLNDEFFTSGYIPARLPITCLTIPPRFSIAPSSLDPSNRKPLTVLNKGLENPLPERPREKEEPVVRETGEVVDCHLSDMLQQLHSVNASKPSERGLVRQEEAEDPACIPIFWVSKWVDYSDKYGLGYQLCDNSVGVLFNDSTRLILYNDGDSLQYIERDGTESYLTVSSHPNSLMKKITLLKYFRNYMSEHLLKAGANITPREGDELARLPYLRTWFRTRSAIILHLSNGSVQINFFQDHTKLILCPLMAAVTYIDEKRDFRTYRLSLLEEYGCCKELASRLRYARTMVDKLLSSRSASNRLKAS
IL-2 act – activators of IL-2 | IL-2 activation reporter assay, cell-based qHTS; stimulated with anti-CD3/CD4/CD28 beads; in transgenic mouse T cells | activation, % (series mostly up to about 46 µM) | 360,000 compounds, 0.065% hits | AID 652025; in the data active means activation above about 50%; inconclusive means mostly about 30% to 49%; further: 0% is about no effect
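Readout: EGFP and DsRed signals by fluorescent plate cytometry. Unstimulated transgenic mouse T cells received compound 60 min before antibody-bead stimulation, then incubated 18 h at 37 degrees C.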
CCT chaperon mod – changes cytosolic chaperonin activity | purified chaperonin ATPase assay, HTRF ADP detection, 30 min | activity change, % (test concentration not listed), hits read low | 360,000 compounds, 0.3% hits | AID 651819; in the data active means activity change below about -30%; further: on the % scale 0 is the no-effect control and ±100 the full control effect
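ATPase activity: ADP formed was measured by HTRF Transcreener (665/615 nm ratio) after 30 min at 37 deg C with 10 uM ATP. Compounds screened at one 76 uM concentration against 40 or 20 nM TRiC in Tris pH 7.4/KCl/MgCl2/DTT buffer.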
EPAC2 agonist – EPAC2 (human) agonism. AID 720711. Potency, µM (doses to about 154 µM), for the others: at the top dose activation, actives largely listed as activators. 360,000 compounds, 0.079% hits. EPAC2 activation, biochemical qHTS; response scale: 100% = 6.5 mM cAMP response. Q8WZA2; further: potency means the concentration at half of the fitted maximal effect; nearly all actives have a fitted effect of over 50% in size
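In this primary screen, activation is scored as increased exchange of BODIPY-GDP from Rap1B by 100 nM EPAC2, with 50 uM GDP as competitor. Signal is normalized to the 6.5 mM cAMP agonist control.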
The depositor's hits bear a star; ? = inconclusive; . = no result given; [ ] = remark or other dose. Unless noted, the call rests on the fitted dose curve; in most records, active means well fitted curve in the direction sought with a large enough effect; inconclusive means small, poorly fitted or top-dose-only effect, or another doubt; inactive means no such curve, though single readings can be large; an effect the other way counts as inactive or inconclusive. This is a subset; the hit share may differ from the screen's.

SMILES	EPAC1 ag	PI5P4K alpha inh	WRN inhibitor	EPAC1 antagonist	PLK1 PBD block	IL-2 act	CCT chaperon mod	EPAC2 agonist
O=[N+]([O-])c1ccccc1CNC(Cc1ccccc1)c1ccccc1 (stereo not drawn)	16%	.	-7%	-10%	0%	-0.6	-0.8	17%
Cc1ccc(SCCNC(=S)Nc2ccccc2)cc1	20%	5	-21%	-7%	-5%	-0.3	-0.4	1%
Cc1nn(C(C)C(=O)NCc2cccs2)c(=O)c2nn(-c3ccccc3)c(C)c12 (stereo not drawn)	5%	2	3%	-5%	-3%	1.4	1.8	14%
Cc1nc2c(cc1C(=O)N/N=C/c1ccc([N+](=O)[O-])cc1)c(=O)n(C)c(=O)n2C	9%	-2	-21%	0%	3%	-0.3	0.3	8%
CCCC(=O)C1=C(O)C(C(=O)OC)C(C)(C)CC1=NC(C)C (stereo not drawn)	-6%	5	-6%	2%	-3%	0.1	0.8	6%
CCCn1c2ccccc2c2cnn(CC(=O)NCCCN3CCN(c4ccccc4)CC3)c(=O)c21	-6%	0	11%	10%	-12%	-2.7	-4.3	-9%
Cc1ccccc1NC(=O)Cc1nc(COC(=O)Cc2ccccc2F)cs1	-8%	-2	1%	-30%	-4%	0.2	-1.0	15%
O=C(O)c1ccc2c(c1)ncn2C1CCCCCC1	4%	.	5%	7%	-28%	-1.7	-0.2	6%
Cn1c(-c2ccc(F)cc2)cnc1SCC(=O)N1CCCc2ccccc21	-3%	4	-17%	7%	?	-0.1	-0.2	5%
COC(=O)CCC(=O)OC1(C)C(=O)C=C2C=C(C3CC3)N(CCCCO)C=C2C1=O (stereo not drawn)	-14%	0	7%	?	-19%	-0.3	-2.1	7%
CC(=NNC(=O)c1ccc2nc[nH]c2c1)c1ccc(Br)cc1	9%	-8	-1%	?	1%	-0.8	0.7	6%
COC(=O)CN1CC(=O)N(c2ccccc2)C1=S	1%	-6	12%	-12%	?	0.1	0.9	3%
O=C(c1cccc(N2CCNC2=O)c1)N1CCCC(Nc2cccc(F)c2)C1 (stereo not drawn)	-2%	-3	-5%	5%	0%	-5.2	0.3	3%
NC(=O)c1ncn([C@@H]2O[C@H](CNS(=O)(=O)c3cc4ccccc4s3)[C@@H](O)[C@H]2O)n1	3%	1	2%	0%	-4%	0.7	-1.5	8%
Cc1sc2ncn(CC(=O)NCCCN3CCC(C)CC3)c(=O)c2c1S(=O)(=O)N1CCC(C)CC1	7%	2	0%	4%	-3%	-0.5	-2.6	9%
CN1CCN(c2nc(-c3ccccc3O)nc3ccccc23)CC1	-1%	1	-6%	-11%	-5%	-3.2	-0.1	19%
O=C(c1ccco1)N1CCN(c2nc3ccccc3c(=O)n2-c2ccccc2)CC1	2%	.	-3%	4%	-6%	10.0	-1.2	12%
COc1ccc(CN(C)C(=O)C23CC4CC(CC(C4)C2)C3)c(OC)c1	7%	3	-4%	-18%	2%	-0.4	1.3	12%
COc1cccc(NC(=O)c2ccnc(N3CCC(C(=O)NCc4cc(OC)ccc4OC)CC3)c2)c1	1%	-8	-6%	-13%	-6%	-4.3	-0.1	2%
O=C(Nc1ccc(Cl)cc1C(=O)Nc1ccncc1)c1ccco1	12%	.	-5%	2%	-13%	-0.3	-2.6	14%
C1CCC2(CC1)OCC1(CO2)COC2(CCCCC2)OC1	4%	1	-5%	-3%	-7%	-2.1	-3.3	14%
Cc1cccc(C)c1NC(=O)CN(C)C(=O)CSC(=S)N1CCCC1	3%	-1	0%	7%	-1%	-1.9	-0.6	1%
Clc1ccc(-c2cc(-c3ccccc3)on2)cc1	-8%	10	-2%	-1%	-14%	-0.3	-0.3	1%
Cc1ccc(CN(C(=O)c2ccccc2[N+](=O)[O-])C2CCS(=O)(=O)C2)o1 (stereo not drawn)	10%	-3	3%	-27%	-17%	-2.7	-1.8	1%
O=C(C[n+]1ccc2ccccc2c1)c1ccc(NC(=O)c2ccccc2)cc1	15%	1	-17%[57.1 µM]	7%	-11%	2.9	-3.3	1%

Remaining list, next part
SMILES	EPAC1 ag	PI5P4K alpha inh	WRN inhibitor	EPAC1 antagonist	PLK1 PBD block	IL-2 act	CCT chaperon mod	EPAC2 agonist
CC1CCCC(C)N1C(=O)COC(=O)c1ccc2ccccc2n1 (stereo not drawn)	15%	4	0%	-8%	-4%	-2.0	0.5	-19%
Cc1cc(C)cc(NC(=O)C2CCCN2C(=O)NC2CCCCC2)c1 (stereo not drawn)	9%	0	12%	2%	-11%	0.2	-2.3	4%
Cc1[nH]c2c(C)cccc2c1CN1CCC(CO)(Cc2ccccc2)CC1	-2%	1	0%	-5%	-13%	-2.6	-2.6	4%
CC(=O)c1ccc(OCc2cc(C(=O)N3CCC[C@H]3CO)no2)cc1	-11%	-1	-1%	5%	-8%	-0.5	1.2	-2%
CC(C)N1CCN(c2ccc(S(=O)(=O)N3CCOCC3)cn2)CC1	2%	-3	6%	-21%	0%	-2.6	-1.9	11%
CCCC(=O)Nc1nnc(SCC)s1	-4%	-6	3%	10%	-11%	0.2	0.9	7%
COC(=O)c1ccc(NC(=S)NC(=O)c2cccnc2)cc1	-7%	-2	8%	-8%	-7%	-1.8	-1.1	-2%
CC(=O)c1ccc(N2C(=O)CC(N3CCN(S(=O)(=O)c4ccc(C)c(C)c4)CC3)C2=O)cc1 (stereo not drawn)	-1%	-7	1%	-13%	-3%	-0.2	0.2	1%
COc1cccc(N2CCN(c3nc(-c4ccccc4C)cc(=O)[nH]3)CC2)c1	5%	10	-9%	?	-9%	2.3	1.9	10%
COc1ccc(C2c3sc(=O)[nH]c3SC3C(=O)N(c4ccccc4)C(=O)C32)cc1 (stereo not drawn)	-4%	-1	7%	-4%	?	-4.5	-2.4	18%
COCC(C)NS(=O)(=O)c1ccc(C)cc1 (stereo not drawn)	14%	2	-2%	-7%	3%	0.6	0.2	6%
CCc1nc2oc3ccccc3c(=O)c2cc1C(=O)OC	-2%	3	2%	0%	2%	0.4	0.8	2%
Cc1ccc(C(=O)NCC(=O)OCC(=O)NC2CCS(=O)(=O)C2)cc1C (stereo not drawn)	4%	-4	?	25%	-1%	2.4	-1.3	8%
O=C(N/N=C/c1ccccn1)c1ccco1	-9%	.	-2%	-2%	2%	-1.2	1.3	-7%
Cc1ccc(NC(=O)Cn2cc(S(=O)(=O)c3ccc(C)cc3)c(=O)c3cc(F)ccc32)cc1	-7%	-6	8%	-24%	1%	0.2	0.4	2%
COc1ccc(NC(=O)CSc2ccc3c4c(cccc24)C(=O)c2ccccc2-3)cc1	19%	.	-13%	17%	?	184*	-3.2	20%
Cc1ccc(S(=O)(=O)NCC23C=CC(O2)C2C(=O)N(c4ccccc4)C(=O)C23)cc1 (stereo not drawn)	4%	-12	2%	-8%	-5%	0.0	-1.2	6%
Cc1ccc(C(=O)NCCCNc2ccc(C(F)(F)F)cc2[N+](=O)[O-])cc1	-4%	19	-18%	-10%	13%	0.0	2.3	-6%
CC(=O)c1c(C)[nH]c(C(=O)OCC(=O)N2CCc3ccccc32)c1C	-10%	1	-8%	-18%	-28%	-0.7	-0.1	-11%
CNC(=O)CS(=O)(=O)CC(=O)Nc1cc(OC(C)C)c(Cl)cc1Cl	-3%	0	-2%	13%	-2%	0.1	3.6	-1%
Cc1ccc2c(c1)N(CCC(=O)NCC1COc3ccccc3O1)C(=O)CO2 (stereo not drawn)	0%	0	-11%	-2%	2%	0.2	0.4	13%
CN1CCN(NC(=O)c2cccc(F)c2)CC1	13%	3	-22%	7%	-6%	-2.4	0.9	5%
Cc1ccc(-c2csc3ncnc(N4CCN(C)CC4)c23)cc1C	9%	0	-4%	1%	4%	-0.1	-2.0	0%
Cc1ccc(S(=O)(=O)NCC(=O)OCC(=O)c2cc(C)n(-c3ccccc3)c2C)cc1	-22%	-8	-6%	-9%	5%	-0.5	-1.8	0%
COc1ccc(C(=O)N/N=C/c2cc(Br)ccc2O)cc1OC	-12%	-1	-9%	-21%	-7%	-1.8	-2.3	2%

Compound profiles (already shown). Screens in order: EPAC1 ag	PI5P4K alpha inh	WRN inhibitor	EPAC1 antagonist	PLK1 PBD block	IL-2 act	CCT chaperon mod	EPAC2 agonist
`CN1CCN(NC(=O)c2cccc(F)c2)CC1` as listed: 13%	3	-22%	7%	-6%	-2.4	0.9	5%
`Cc1ccc(-c2csc3ncnc(N4CCN(C)CC4)c23)cc1C` as listed: 9%	0	-4%	1%	4%	-0.1	-2.0	0%
`Cc1ccc2c(c1)N(CCC(=O)NCC1COc3ccccc3O1)C(=O)CO2` (stereo not drawn) as listed: 0%	0	-11%	-2%	2%	0.2	0.4	13%
`Cc1ccc(S(=O)(=O)NCC(=O)OCC(=O)c2cc(C)n(-c3ccccc3)c2C)cc1` as listed: -22%	-8	-6%	-9%	5%	-0.5	-1.8	0%
`Cc1ccc(NC(=O)Cn2cc(S(=O)(=O)c3ccc(C)cc3)c(=O)c3cc(F)ccc32)cc1` as listed: -7%	-6	8%	-24%	1%	0.2	0.4	2%

New compounds follow:
SMILES	EPAC1 ag	PI5P4K alpha inh	WRN inhibitor	EPAC1 antagonist	PLK1 PBD block	IL-2 act	CCT chaperon mod	EPAC2 agonist
C=CC[C@@H](CC(=O)N[C@H](CO)Cc1ccccc1)C(=O)N[C@H](COC(=O)[C@@H](CC=C)CC(=O)OC(C)(C)C)Cc1c[nH]c2ccccc12	-13%	12	-4%	-11%	-3%	1.5	-1.3	-12%
COc1ccc(Cl)cc1-c1nc(SCC(=O)NCC2CCCO2)n[nH]1 (stereo not drawn)	0%	4	2%	-11%	?	0.3	-5.0	5%
O=c1[nH]c(NCCO)c(N=Cc2ccccc2)c(=O)[nH]1	7%	-6	-7%	8%	-13%	-1.6	-0.3	5%
COc1ccc(NS(=O)(=O)c2ccc(NC(=O)C(CCSC)NC(N)=O)cc2)cc1 (stereo not drawn)	-16%	3	-1%	-21%	-13%	-1.1	-1.7	2%
N#Cc1cccc(NC(=O)Nc2cccs2)c1	4%	?	-12%	-17%	-13%	-0.2	-4.1	2%
CSc1cccc(CN2CCC(n3nccc3NC(=O)C3CC3)CC2)c1	10%	2	-7%	14%	-17%	-2.0	0.9	9%
COc1ccc(CN2C(=O)C(CC(C)C)Nc3ncnc(N4CCN(c5ccccn5)CC4)c32)cc1 (stereo not drawn)	-10%	0	-11%	-16%	-4%	-0.1	-0.2	8%
CC(=O)c1ccccc1N(C(=O)c1ccco1)C(C(=O)NC1CCCC1)c1ccc(N2CCOCC2)cc1 (stereo not drawn)	-2%	5	2%	6%	-2%	-1.0	1.9	4%
O=S(=O)(Nc1ccc(Cl)cn1)c1ccccc1	0%	-1	5%	3%	-3%	1.9	-1.3	7%

Compound activity (PubChem BioAssay)
